# TCR-CD3 inh = inhibitors of human TCR-CD3 interaction, primary screen, biochemical, fluorescence, TAMRA-labeled TCR probe; 360,000 tested, 0.37% active; AID 651800, 2012; T-cell receptor (TCR); inhibition, % at 9.4 µM; in the data active = inhibition above about 19%;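 also: recombinant mutant TCR 2C K166C tagged with TAMRA read by polarization; 0% = receptor in buffer alone and 100% = receptor with positive control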
# PG9 binder = binders of HIV-1 gp120 antibody PG9, primary screen, biochemical, TR-FRET. HIV-1 gp120 / PG9 antibody interaction. TR-FRET gp120-PG9 antibody binding. inhibition, % at 6.7 µM. 360,000 tested, 0.43% active. AID 624416, 2012; in the data active = inhibition above about 8.5%
# HTRA1 inhibitor = HTRA1 serine protease inhibitors, primary screen, biochemical, fluorescence polarization, HTS. inhibition, % at 5.96 µM. AID 504803, 2011. recombinant HTRA1, FP-rhodamine activity-based probe. 340,000 tested, 0.5% active; in the data active = inhibition above about 36%;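 also: 0% = enzyme with DMSO and 100% = wells lacking enzyme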
# Target sequence (Q92743 whole entry, looked up): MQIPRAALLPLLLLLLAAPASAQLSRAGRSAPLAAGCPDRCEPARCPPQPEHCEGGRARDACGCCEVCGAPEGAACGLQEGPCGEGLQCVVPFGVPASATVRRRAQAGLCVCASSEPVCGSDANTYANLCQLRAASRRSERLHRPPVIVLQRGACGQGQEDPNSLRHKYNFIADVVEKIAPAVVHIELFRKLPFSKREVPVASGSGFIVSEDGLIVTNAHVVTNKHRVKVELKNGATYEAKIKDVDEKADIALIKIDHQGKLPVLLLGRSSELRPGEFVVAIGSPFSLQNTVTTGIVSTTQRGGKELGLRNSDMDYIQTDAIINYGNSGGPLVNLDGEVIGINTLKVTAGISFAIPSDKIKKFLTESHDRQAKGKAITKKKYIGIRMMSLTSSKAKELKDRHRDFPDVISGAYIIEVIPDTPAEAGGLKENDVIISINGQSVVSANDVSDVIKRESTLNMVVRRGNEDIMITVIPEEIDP
# rCAG binder = binders of r(CAG) RNA repeats, primary screen, biochemical, fluorescence; r(CAG) RNA repeat, TO-PRO-1 dye displacement fluorescence; inhibition, % at 3 µM; 370,000 tested, 1.3% active; AID 651821, 2012;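 active = inhibition above the plate cutoff, the mean of all test compounds on that plate plus 3 SD, cut at about 35% in these data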;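 also: 0% = DMSO alone and 100% = 100 µM mitoxantrone as full dye displacement; higher means more dye released from RNA so lower well fluorescence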
# LEDGF integ inh = blockers of LEDGF/p75-dependent integrase strand transfer – biochemical, TR-FRET, high throughput, primary screen. inhibition, % at 3.7 µM. 370,000 tested, 0.64% active. HIV-1 integrase (with human LEDGF/p75). TR-FRET IN-LEDGF/p75 DNA integration, Eu/Cy5;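 active = inhibition above the screen-wide mean plus 3 SD, cut at about 13% in these data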;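 also: signal is the Cy5 over europium emission ratio at 671 and 618 nm; 0% = plate median of compound wells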
# ABHD4 inh = ABHD4 inhibitors, primary screen, biochemical, fluorescence polarization, mouse; inhibition, % at 8.92 µM; purified mABHD4, FP-Rh probe fluorescence polarization; 370,000 tested, 0.54% active; AID 720543, 2013;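 active = inhibition exceeding the mean over every tested compound plus 3 SD, cut at about 30% in these data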;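 also: 0% = plate median of compound wells and 100% = S159A mutant with DMSO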
# Target sequence (Q8VD66 whole entry, looked up): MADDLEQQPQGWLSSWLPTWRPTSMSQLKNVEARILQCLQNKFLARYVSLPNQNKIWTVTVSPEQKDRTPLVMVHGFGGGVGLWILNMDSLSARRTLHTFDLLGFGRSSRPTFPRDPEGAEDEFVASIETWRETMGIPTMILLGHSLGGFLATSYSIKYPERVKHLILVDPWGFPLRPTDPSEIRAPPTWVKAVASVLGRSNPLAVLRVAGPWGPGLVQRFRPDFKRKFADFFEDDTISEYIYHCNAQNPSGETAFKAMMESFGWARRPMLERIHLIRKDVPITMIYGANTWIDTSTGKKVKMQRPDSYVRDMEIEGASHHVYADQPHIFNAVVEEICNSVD
#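 System: mouse ABHD4 enzyme, wild type / Medium: HEPES pH 7.0, NaCl, Pluronic buffer / Reagent: FP-Rh activity-based fluorescent probe / Control set: S159A mutant high control, sample median low control / Detection: fluorescence polarization with parallel and perpendicular emission, 525/598 nm / Schedule: 45 min + 60 min at 25 °C / Compound dosing: 8.92 µM, single dose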
# MBD2 inh = inhibitors of MBD2 binding to methylated DNA, primary screen, biochemical, TR-FRET, DNA-binding domain, human | MBD2 binding to methylated oligonucleotide | inhibition, % at 4.4 µM | 370,000 tested, 0.31% active; in the data active = inhibition above about 13%
# Rev-erbA mod = modulators of Rev-erb alpha DNA binding, primary screen, biochemical, FITC-DNA, fluorescence polarization, uHTS; activity, % at 10 µM; AID 1259318, 2017; 370,000 tested, 0.79% active; Rev-erbα–FITC-DNA binding, 90 min;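 active = activity above about 14%, limit read from the data; passing the limit was not always enough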;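 also: 0% = DMSO wells with 35 nM protein and 100% = DMSO wells with 750 nM protein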
# PRMT1 FP inh = PRMT1 methyltransferase inhibitors, primary screen, biochemical, fluorescence polarization; recombinant PRMT1, activity-based probe fluorescence polarization; Protein arginine N-methyltransferase 1 (Homo sapiens), Q99873; AID 652257, 2013; 370,000 tested, 1.3% active; inhibition, % at 2.79 µM;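 active = inhibition above about 21% made by adding two undisclosed values, limit read from the data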
# UHRF1 binding = UHRF1 methylated DNA binding inhibitors, primary screen, counter-screen for MBD2 inhibitor project, biochemical, TR-FRET, human UHRF1, single concentration; E3 ubiquitin-protein ligase UHRF1 (Homo sapiens), Q96T88; UHRF1 binding to methylated oligo; inhibition, % at 4.4 µM; 370,000 tested, 0.75% active; AID 687016, 2013; in the data active = inhibition above about 21%;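 also: UHRF1 SRA domain binding a hemimethylated CpG hairpin DNA probe; 0% = median of test compound wells and 100% = reference inhibitor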
# Numbers without * were called inactive; nt = not tested or not shown; & = joins results of further samples. An excerpt (hit frequency here may not be typical).
no.	smiles	TCR-CD3 inh	PG9 binder	HTRA1 inhibitor	rCAG binder	LEDGF integ inh	ABHD4 inh	MBD2 inh	Rev-erbA mod	PRMT1 FP inh	UHRF1 binding
1	Cc1cc2occ(CC(=O)N(C)CC(=O)Nc3ccccc3C(F)(F)F)c2cc1C	0	-0.6	-8	-1	6	-6	-5	-8	-3	-3
2	CCOC(=O)c1cc(S(=O)(=O)NCC2CCN(Cc3cccc(C)c3)CC2)cn1C	2	-0.8	-1	-4	0	-2	-2	-2	-3	0
3	O=C(CC1C(=O)NCCN1Cc1ccc(F)cc1)NCCCn1cccn1 (configuration not stated)	-7	0.0	1	-3	-1	5	-6	-8	0	-1
4	O=C(/C=C/c1cccc(Br)c1)OCC(=O)N1CCN(c2ccccc2)CC1	6	-3.1	0	-1	5	0	-4	-3	-3	-2
5	CCc1cc2c(=O)c(-c3nc(C)cs3)c(CCCC(=O)O)oc2cc1O	0	-1.6	3	2	3	1	1	3	2	1
6	CC(C)(C)S(=O)(=O)c1cnc(N2CCCC2)nc1N	7	-1.0	-5	2	-3	6	-6	0	4	-3
7	CC(=O)N1CCN(S(=O)(=O)c2cccc(C(=O)NC3CC3)c2)CC1	4	0.5	3	3	1	5	-9	7	-3	-1
8	N#C/C(=N\Nc1ccc(S(=O)(=O)N2CCCCCC2)cc1)C(N)=S	3	-3.0	4	45*	2	22	-6	3	6	-3
9	CN[C@@H](C)C(=O)NC[C@H]1O[C@@H](n2cnc3c(N)ncnc32)[C@H](O)[C@@H]1O	0	2.6	3	1	0	-8	-6	-6	1	-2
10	CCOC(=O)c1cc(-c2ccc(C)o2)n[nH]1	-4	-2.0	2	1	-2	4	1	7	2	3
11	CCCCCC(=O)N1C[C@H](O)[C@@H](n2cc(-c3ccc(F)cc3)nn2)C[C@@H]1c1ccccc1	-12	0.4	-4	1	-3	-7	6	-4	5	1
12	Cc1cc(C)n(-c2nc3ccccc3nc2N2CCN(C(=O)c3ccc(F)cc3)CC2)n1	-3	-1.4	-10	-8	-1	-3	3	-5	-1	0
13	Cc1ccc(S(=O)(=O)NCC(NCc2ccc(F)cc2)c2ccccc2)cc1 (configuration not stated)	0	0.6	-42	-1	-2	-7	2	-7	2	0
14	O=c1c2ccccc2c(C=NC2CCS(=O)(=O)C2)c(O)n1-c1ccccc1 (configuration not stated)	3	-0.7	4	1	0	4	-2	9	-4	-3
15	O=C(CNC(=O)c1ccc2c(=O)n3c(nc2c1)CCC3)Nc1ccc(F)c(F)c1	7	-0.1	4	-1	-1	3	0	0	-1	-1
16	Cc1occc1C(=O)N1CCN(c2ccccc2)CC1	3	-0.8	1	0	2	0	0	-1	-1	0
17	COc1cccc(CNC(=O)CCCN2C(=O)COc3ccc(C)cc32)c1OC	nt	nt	nt	0	1	1	-2	7	0	1
18	O=S1(=O)N=C(N2CCc3ccccc3C2)c2ccccc21	8	-1.4	-1	1	0	-3	-4	1	0	-4
19	COC(=O)[C@]12C[C@H](CC(=O)NCc3cccc4ccccc34)C(=O)N(Cc3ccccc3)C1=C[C@H](C(C)C)O[C@@H]2C1CC1	-6	-0.1	nt	6	-1	-11	3	1	0	0
20	CC(C)CN(C(=O)c1ccc([N+](=O)[O-])s1)c1c(N)n(Cc2ccccc2)c(=O)[nH]c1=O	6	-2.7	2	9	4	4	-7	-3	-3	-3
21	O=Cc1cn(-c2ccccc2)nc1-c1ccccn1	2	-0.2	-4	1	4	3	1	0	5	-2
22	CCOc1ccc(S(=O)(=O)NCCC(=O)NC2=NCCS2)cc1	1	0.6	1	1	0	4	2	-3	0	-3
23	CC1(C(=O)NCc2cccc3ccccc23)CCN1Cc1ccc(-c2ccccc2)o1 (configuration not stated)	1	-0.9	nt	5	2	-10	-3	-6	11	-2
24	CN1CCN(S(=O)(=O)c2ccccc2)C(c2ccccc2)C1 (configuration not stated)	0	1.4	3	4	-5	4	-1	0	-2	-3
25	O=C(Nc1c(C(=O)N2CCCC2)cnn1-c1ccccc1)c1cccc(F)c1	9	-1.9	4	-5	2	0	-5	-3	-1	4
26	Cc1nc(-c2ccccn2)sc1C(=O)Nc1ccc(Cl)c(Cl)c1	-1	-0.8	-47	5	4	-26	-3	13	-5	-1
27	COC(=O)[C@H](Cc1ccccc1)NC(=O)NCCC1=CCCCC1	2	0.0	-7	-7	1	-4	1	0	-1	-1
28	CC1CCN(C2=NC(=O)/C(=C/c3ccc(O)cc3)S2)CC1	-11	-1.9	4	5	5	0	-2	4	-2	1
29	CCN(CC)c1ccc(/C=N/NC(=O)c2cnccn2)c(O)c1	1	-9.4	11	0	-10	19	-2	-1	-1	-4
30	CSCCC(C(=O)Nc1c(C)cccc1C)n1c(-c2cnc(C)cn2)nc2ccccc21 (configuration not stated)	-4	1.4	nt	1	2	-5	-1	1	-1	1
31	CCc1n[nH]c(=S)n1/N=C/c1cc(Br)c(OC)cc1OC	-3	1.7	-5	12	1	-9	-1	9	8	4
32	CCn1ncc(Cl)c1C(=O)NC(=S)Nc1c(C)cc(C)cc1[N+](=O)[O-]	4	-1.0	-13	-4	0	0	-1	2	-2	-3
33	CC(OC(=O)Cc1cccc(C(F)(F)F)c1)C(=O)Nc1ccc(Cl)cn1 (configuration not stated)	-2	-0.9	16	-6	2	-3	0	6	2	-1
34	Cc1c(C(=O)Nc2cccc(Cl)c2)cn2c(nc3ccccc32)c1C#N	3	2.1	0	1	0	-7	1	3	0	1
35	Cc1ccc(C(=O)N2CCCCC2)cc1S(=O)(=O)N1CCCCCC1	1	2.1	-2	-8	0	0	3	1	-2	-2
36	CCCCn1c(N)c(S(=O)(=O)c2ccc(C)cc2)c2nc3ccccc3nc21	0	-2.9	-116	9	0	-33	-2	3	-1	-5
37	CCOC(=O)c1c[nH]c2ccc([N+](=O)[O-])cc12	-1	-0.3	-14	4	-1	-10	1	-2	1	-2
38	O=[N+]([O-])/C=C/c1cn(Cc2ccc(Cl)cc2)c2ccccc12	1	-1.4	-35	13	0	-16	-1	-9	-2	-1
39	CCCc1cc(SCC(=O)Nc2c(C)n(C)n(-c3ccccc3)c2=O)n2c(nc3ccccc32)c1C#N	3	-1.1	nt	3	2	0	-10	-1	6	1
40	CC(=O)C(Sc1ccc2nnc(-c3cccnc3)n2n1)C(C)=O	5	1.2	10	0	2	-4	2	0	-2	1
41	O=C(CSc1cnc2ccccc2n1)c1ccc(F)cc1	0	5.1	-11	0	-1	-6	3	8	5	-3
42	CC(Oc1cccc(Br)c1)C(=O)N1CCCN(C)CC1 (configuration not stated)	0	-1.7	1	1	2	7	3	3	0	1
43	CC(=NNC(=O)c1ccncc1)c1ccc(Cl)c(Cl)c1	10	0.3	7	5	1	-7	-4	-7	-4	-2
44	COc1ccc(Cn2c(=O)cc(C)[nH]c2=S)cc1	9	-0.3	8	1	4	-1	-2	1	-1	48*
45	O=C1CCC[C@H]2C[C@H](NCc3cccc(Cl)c3)CC[C@]23CCCN13	nt	nt	nt	nt	2	6	-2	-2	-2	-3
46	Cc1ccc([N+](=O)[O-])c(C(=O)N/N=C/c2cccs2)c1	-5	-1.9	22	0	0	-5	-1	-2	4	1
47	Cc1cccc(NC(=O)COC(=O)CC2CCCC2)c1C	7	-0.6	3	-9	1	-3	-2	-4	2	0
48	CCn1c(SCc2nc3ccccc3[nH]2)nnc1-c1ccccc1OC	2	-0.8	-5	-4	4	-1	1	3	-1	-2
49	CCN(CC)CCOC(=O)C1(C2CCCCC2)CCCCC1	0	-1.0	3	-2	2	-9	-3	4&7	-2	-1
50	COc1ccc2c(c1)[nH]c1c(=O)n(CCC3=CCCCC3)cnc12	4	0.4	-1	2	0	3	2	4	-1	0

# Additional structures follow.
no.	smiles	TCR-CD3 inh	PG9 binder	HTRA1 inhibitor	rCAG binder	LEDGF integ inh	ABHD4 inh	MBD2 inh	Rev-erbA mod	PRMT1 FP inh	UHRF1 binding
51	CCN(CC)c1ccc(-c2nnc(SCC(=O)Nc3ccccc3C#N)n2-c2ccccc2)cc1	-8	1.3	8	5	2	2	-6	-3	-3	-1
52	CCCSC1=C(C#N)C(c2cccnc2)C(C(=O)OCC)=C(c2ccccc2)N1 (configuration not stated)	4	-0.4	-17	-5	1	-8	2	2	2	-1
53	CCOC(=O)c1c(C)[nH]c(-c2csc(C)n2)c1C	3	0.7	4	-5	3	4	-4	-1	-5	-2
54	Cc1nc(N2CCN(C(=O)c3ccco3)CC2)nc2c1C(=O)CC(C)C2 (configuration not stated)	-7	-4.1	2	-3	-3	0	-2	2	-5	-3
55	CC(=O)N1CCN(S(=O)(=O)c2cccc(C(=O)Nc3nc4ccccc4[nH]3)c2)CC1	5	-2.0	2	2	0	4	-7	7	1	-3
56	COc1ccc([C@H]2CC(=O)C[C@@H](CCn3cc(-c4cccnc4)nn3)O2)cc1	-6	-0.5	nt	0	-3	-1	0	-3	2	0
57	CCOc1ccc(N2C(=O)c3cccnc3C2Nc2ccc(C)cc2)cc1 (configuration not stated)	5	-0.7	-6	5	-4	9	1	-2	2	4
58	CCOC(=O)N1CCC(NC(=O)CSCc2cnn(-c3ccccc3)c2-n2cccc2)CC1	-1	-0.5	0	-4	2	0	-1	-5	1	-1
59	COc1ccc(C(=O)OCc2cc(=O)n3c(C)csc3n2)cc1F	1	-0.7	5	-1	-3	4	1	6	1	0
60	COc1cc2c(c(OC)c1OC)-c1ccc(N(C)CC(OC)OC)c(=O)cc1[C@@H](NC(C)=O)CC2	-2	0.1	6	1	-2	-1	-4	1	5	-3
61	CN1CCN(C(=O)CCCN2C(=O)/C(=C/c3ccccc3)SC2=S)CC1	-15	1.2	-19	1	-3	-17	-2	2	6	-3
62	COC(=O)C1=C(C)N(Cc2cccc(C(F)(F)F)c2)C(=NCc2cc(OC)c(OC)c(OC)c2)NC1c1ccc(Cl)cc1 (configuration not stated)	18	-1.4	nt	5	1	10	4	-1	-3	-3
63	CN(CC(=O)Nc1ccccc1Br)C(=O)c1ccncc1	-10	-1.0	-2	-5	0	-1	2	-3	2	2
64	CCCCc1nc(Cl)c(CO)n1Cc1ccc(-c2ccccc2-c2nn[nH]n2)cc1	1	2.3	6	15	4	-12	2	12&1	-8	-1
65	Cc1cc(NC(=O)Cc2cn3ccsc3n2)n(-c2ccccc2)n1	2	-1.5	-3	0	3	5	2	1	1	1
66	Cc1ccc(NC(=O)/C(=C/c2cccc(Br)c2)NC(=O)c2ccco2)cc1	12	-3.6	-16	0	0	-3	-1	3	1	0
67	O=C1CCc2cc(NS(=O)(=O)c3ccc(Cl)cc3)cc3c2N1CC3	-4	-3.1	-2	-2	1	1	-3	-1	-2	2
